# Bioassay records from PubChem BioAssay.
# TRHR PAM = qHTS for Small Molecule Agonists and Allosteric Enhancers of Human TRH Receptor: Primary Screen for Enhancers; Thyrotropin-releasing hormone receptor (Homo sapiens), P34981; TRHR cells, fluo-8 calcium fluorescence, EC20 TRH enhancement; enhancement, % at 2 µM; 0.66% of 360,000 active; AID 493056, 2011; in the data active = enhancement above about 30%; note: 0% is about no effect
# Target sequence (P34981 whole entry, looked up): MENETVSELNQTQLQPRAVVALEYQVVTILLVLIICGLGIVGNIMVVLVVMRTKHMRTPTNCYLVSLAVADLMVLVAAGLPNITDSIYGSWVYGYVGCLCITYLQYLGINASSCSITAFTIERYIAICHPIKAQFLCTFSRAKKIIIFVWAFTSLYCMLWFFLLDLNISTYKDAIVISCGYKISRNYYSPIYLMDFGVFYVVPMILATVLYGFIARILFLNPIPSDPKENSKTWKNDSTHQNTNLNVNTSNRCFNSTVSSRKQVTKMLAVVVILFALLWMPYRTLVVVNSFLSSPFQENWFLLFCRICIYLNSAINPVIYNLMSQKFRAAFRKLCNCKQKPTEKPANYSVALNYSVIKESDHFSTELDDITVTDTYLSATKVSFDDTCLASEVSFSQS
#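 TRHR-expressing cells loaded with fluo-8 calcium dye were read kinetically (ex 480/em 530) during compound addition, then stimulated with an EC20 of TRH (10 nM final). Enhancement of the Gq-mediated intracellular calcium response was scored.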
# D2 antag = HTS Assay for Allosteric Antagonists of the Human D2 Dopamine Receptor: Primary Screen for Antagonists; inhibition, % at 10 µM; 2% of 340,000 active; D(2) dopamine receptor (Homo sapiens), P14416; HEK293 TREx D2 cells, calcium flux, dopamine EC80; AID 485344, 2010; in the data active = inhibition above about 30%; note: 0% is about no effect
# Target sequence (P14416 whole entry, looked up): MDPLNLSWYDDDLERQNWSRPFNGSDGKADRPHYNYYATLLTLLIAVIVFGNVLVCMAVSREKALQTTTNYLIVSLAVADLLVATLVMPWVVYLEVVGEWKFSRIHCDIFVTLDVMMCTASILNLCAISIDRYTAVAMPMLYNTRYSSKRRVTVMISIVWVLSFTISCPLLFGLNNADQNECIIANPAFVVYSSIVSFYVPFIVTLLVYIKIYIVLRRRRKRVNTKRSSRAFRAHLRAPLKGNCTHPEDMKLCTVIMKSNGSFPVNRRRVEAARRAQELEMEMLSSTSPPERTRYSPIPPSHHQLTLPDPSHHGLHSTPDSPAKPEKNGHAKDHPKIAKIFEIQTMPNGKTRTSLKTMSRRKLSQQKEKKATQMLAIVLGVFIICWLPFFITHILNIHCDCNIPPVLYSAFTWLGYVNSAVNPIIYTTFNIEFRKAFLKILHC
#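 Antagonism is scored as inhibition of an EC80 dopamine-evoked calcium signal in a force-coupled, tetracycline-inducible HEK293 T-REx D2 line, with compound present 180 s before agonist.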
# D1 ag = Allosteric Agonists of the Human D1 Dopamine Receptor: qHTS; activation, % at 2 µM; HEK293 T-REx D1 cells, calcium flux, agonist mode; D(1A) dopamine receptor (Homo sapiens), P21728; AID 504660, 2011; 1% of 360,000 active; note: 0% is about no effect
#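 Inducible HEK293 T-REx D1 cells, force-coupled to calcium signalling, were plated at 4000 cells/well with tetracycline and held overnight at 30 C. After no-wash calcium dye loading, compound-evoked calcium rise over 180 s flagged agonists.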
# D1 antagonist = Antagonist of Human D 1 Dopamine Receptor: qHTS | D(1A) dopamine receptor (Homo sapiens), P21728 | HEK293 TREx D1 cells, calcium flux, dopamine EC80; stronger effect = lower value | activity change, negative = inhibition, % at 10 µM | 3.2% of 360,000 active; in the data active = activity change below about -30%; note: % is set by controls: 0 for no effect and ±100 for the full control effect
#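 Cells carrying a force-coupled, tetracycline-inducible human D1 receptor report calcium flux. Each well gets a 10 s baseline, compound with 180 s monitoring, then an EC80 dopamine stimulus with a second 180 s kinetic read.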
# RXFP1 antag = qHTS Assay for Antagonists of the Relaxin Receptor RXFP1; HEK293-RXFP1, relaxin-stimulated cAMP HTRF, 30 min; stronger effect = lower value; activity change, negative = inhibition, % at 57.5 µM; AID 1259400, 2018; 0.59% of 350,000 active; Relaxin receptor 1 (Homo sapiens), Q9HBX9;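 active = activity change of -60% or lower, but not beyond a set lower limit; inconclusive = change between -60% and -40%, or beyond the set limit; inactive = change above -40%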; note: % is set by controls: 0 for no effect and ±100 for the full control effect
# D1 PAM = Potentiators of Human D1 Dopamine Receptor: qHTS | D(1A) dopamine receptor (Homo sapiens), P21728 | HEK293 TREx D1 cells, calcium flux, dopamine EC20 potentiation | potentiation, % at 10 µM | 0.036% of 360,000 active | AID 504651, 2011; in the data active = potentiation above about 30%; note: 0% is about no effect
# D2 ag = HTS Assay for Allosteric Agonists of the Human D2 Dopamine Receptor: Primary Screen for Agonists | D(2) dopamine receptor (Homo sapiens), P14416 | HEK293 T-REx D2 cells, calcium flux agonist mode | 0.53% of 340,000 active | AID 485358, 2010 | activation, % at 2 µM;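 active = activation over 3 SD above normal in the single-dose calcium agonist read, cut at about 30% in these data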; note: 0% is about no effect
#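 Calcium-flux readout, 1 cycle/sec over 180 s following compound pin transfer, in inducible HEK293 Trex D2 cells (force-coupled); dopamine controls included. Positive calcium responses during this window marked compounds as potential agonists.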
# TRHR ag = qHTS for Small Molecule Agonists and Allosteric Enhancers of Human TRH Receptor: Primary Screen for Agonists; Thyrotropin-releasing hormone receptor (Homo sapiens), P34981; TRHR cells, calcium flux fluo-8, FDSS agonist mode; activation, % at 2 µM; 0.18% of 360,000 active; AID 493084, 2011; note: 0% is about no effect
#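 TRHR-expressing cells loaded with fluo-8 calcium dye; 23 nL library compound pin-transferred, kinetic FDSS fluorescence (Ex 480/Em 530) recorded about 180 s for agonist-induced calcium release, before a 10 nM TRH EC20 addition for potentiator mode.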
# D2 potentiator = HTS Assay for Positive Allosteric Modulators of the Human D2 Dopamine Receptor: Primary Screen for Potentiators. D(2) dopamine receptor (Homo sapiens), P14416. HEK293 T-REx D2, calcium flux, EC20 dopamine potentiation. potentiation, % at 10 µM. 0.34% of 340,000 active. AID 485347, 2010;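 active = potentiation over 3 SD above the plate norm, cut at about 30% in these data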; note: 0% is about no effect
#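 Tetracycline-induced Hek293 Trex D2 cells, force-coupled to calcium, loaded with no-wash calcium dye. Compound added with 180 s kinetic read for agonism, then EC20 dopamine and a further 180 s read for potentiation.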
# * marks the source's active call; other numbers are inactive results; ? = inconclusive; . = no result given; & = joins results of further samples. Cut-off read from the data, not from the text of the source, unless noted: active = activation above about 30%; inactive = the rest.
No.	smiles	TRHR PAM	D2 antag	D1 ag	D1 antagonist	RXFP1 antag
1	Cc1ccc(N2C(=O)CC(Sc3ncn[nH]3)C2=O)cc1C (stereo not drawn)	-5	10	1	-4	5
2	Cc1cc(NC(=O)CSc2ncnc3sc4c(c23)CCC(C)C4)no1 (stereo not drawn)	5	-5	2	11	.
3	O=c1c(-c2ccc(Oc3ccccc3)cc2)[n+]([O-])c2ccccc2n1OCc1ccccn1	3	2	9	-5	-10
4	COc1cccc(/C=C2\SC(=O)N(CCC(=O)N3CCCCC3CCO)C2=O)c1 (stereo not drawn)	1	3	17	-18	-18
5	CCC(C)(C(=O)NC1CCCCC1)N(C(=O)c1ccccn1)c1ccccc1 (stereo not drawn)	-4	4	2	14	0
6	Cc1ccc2c(c1)nnn2C1CCN(CC(=O)Nc2ccccc2N2CCOCC2)CC1	1	-1	3	-30*	6
7	Cc1ccc(C)c(N2CCN(C(=O)CCS(=O)(=O)c3ccc4c(c3)NC(=O)C(C)S4)CC2)c1 (stereo not drawn)	0	-7	15	-22	9
8	CCOc1cc(/C=N/Nc2cc(C)nc(-n3nc(C)cc3C)n2)ccc1O	-6	3	1	12	-1
9	CC(C)(C)C(=O)Nc1ccc(C(=O)N/N=C/c2ccccc2OC(=O)c2ccccc2)cc1	-5	2	5	2	-2
10	CCOC(=O)C1=C(COc2ccccc2)NC(=O)NC1c1cccc([N+](=O)[O-])c1 (stereo not drawn)	3	4	10	-2	.

No.	D1 PAM	D2 ag	TRHR ag	D2 potentiator
1	-2	3.7	0.0	1
2	-5	-0.6	-0.7	0
3	1	0.8	-3.7	2
4	-1	0.5	-0.5	9
5	-4	0.9	-0.1	21
6	-13	-1.8	-1.1	2
7	-2	0.7	0.4	-2
8	-2	-0.9	-0.7	-2
9	-2	0.7	3.3	-7
10	-4	-0.3	-1.0	-9

# Further compounds.
No.	smiles	TRHR PAM	D2 antag	D1 ag	D1 antagonist	RXFP1 antag
11	CCCN1CCN(c2ncnc3sc(C(=O)Nc4ccc(N(CC)CC)cc4C)c(C)c23)CC1	0	.	0	2	.
12	COc1ccc(Cl)cc1-c1n[nH]c(=S)n1C	17	1	0	2	-22
13	Cc1cc(C(=O)OCC(=O)N(CC(C)C)c2c(N)n(Cc3ccccc3)c(=O)[nH]c2=O)c(C)o1	25	1	5	12	-8
14	Cc1cccc(Oc2ncc(-c3ccc(Cl)cc3)cn2)c1	-2	4	-1	-10	2
15	COc1ccc2c(c1)cc(C(=O)O)n2C	-1	11	2	-4	3
16	CC(C)NC(=O)CSc1cn(CC(=O)N2CCCCCC2)c2ccccc12	-8	.	-1	-3	0
17	Cn1c(=S)[nH]c2c(c1=O)C(C)(C)Cc1ccccc1-2	3	.	9	9	29
18	Cc1c(F)cccc1NS(=O)(=O)c1ccc2c(c1)c(C)cc(=O)n2C	-4	-29	24	4	-1
19	Cc1onc(-c2ccccc2)c1C(=O)Nc1cccc2nsnc12	8	11	0	-14	-4
20	N#Cc1c(F)cccc1N1CCOCC1	10	-30	2	2	10

No.	D1 PAM	D2 ag	TRHR ag	D2 potentiator
11	2	-2.5	-1.5	.
12	3	1.2	-0.5	-3
13	5	.	1.5	-3
14	-3	0.4	-0.2	-19
15	-8	-0.4	0.3	2
16	-2	0.3	0.3	0
17	5	.	0.2	.
18	-9	-0.7	-0.7	7
19	-2	3.4	-0.6	.
20	2	0.2	0.9	35*

# Reprinted, compounds 1–5
No.	smiles	TRHR PAM	D2 antag	D1 ag	D1 antagonist	RXFP1 antag
1	Cc1ccc(N2C(=O)CC(Sc3ncn[nH]3)C2=O)cc1C (stereo not drawn)	-5	10	1	-4	5
2	Cc1cc(NC(=O)CSc2ncnc3sc4c(c23)CCC(C)C4)no1 (stereo not drawn)	5	-5	2	11	.
3	O=c1c(-c2ccc(Oc3ccccc3)cc2)[n+]([O-])c2ccccc2n1OCc1ccccn1	3	2	9	-5	-10
4	COc1cccc(/C=C2\SC(=O)N(CCC(=O)N3CCCCC3CCO)C2=O)c1 (stereo not drawn)	1	3	17	-18	-18
5	CCC(C)(C(=O)NC1CCCCC1)N(C(=O)c1ccccn1)c1ccccc1 (stereo not drawn)	-4	4	2	14	0

No.	D1 PAM	D2 ag	TRHR ag	D2 potentiator
1	-2	3.7	0.0	1
2	-5	-0.6	-0.7	0
3	1	0.8	-3.7	2
4	-1	0.5	-0.5	9
5	-4	0.9	-0.1	21

# Pulled by compound from above, 2 records:
No.	smiles	TRHR PAM	D2 antag	D1 ag	D1 antagonist	RXFP1 antag
12	COc1ccc(Cl)cc1-c1n[nH]c(=S)n1C	17	1	0	2	-22
14	Cc1cccc(Oc2ncc(-c3ccc(Cl)cc3)cn2)c1	-2	4	-1	-10	2

No.	D1 PAM	D2 ag	TRHR ag	D2 potentiator
12	3	1.2	-0.5	-3
14	-3	0.4	-0.2	-19

# (list continues)
No.	smiles	TRHR PAM	D2 antag	D1 ag	D1 antagonist	RXFP1 antag
21	CCCc1nnc(NC(=O)c2cc(=O)c3ccccc3o2)s1	0	.	0	-15	-14
22	CCOC(=O)c1c(NS(=O)(=O)c2cccc(OC)c2)sc2c1CCC2	5	26	64*	-8	-23
23	O=C1C2C3C=CC(C4CC34)C2C(=O)N1Cc1ccco1 (stereo not drawn)	1	9	7	16	6
24	COc1cc2c(cc1OC)C(COc1cc(C)cc(C)c1)N(C(C)=O)CC2 (stereo not drawn)	4	8	9	15	3
25	C[C@@H]1CC=C[C@H]2[C@H]1C(=O)N(Cc1ccccc1)[C@H]2c1ccc(/C=C/c2ccccc2)cc1F	0	-6	5	-7	.
26	CCn1c(CNC(=O)COc2ccc(C(C)C)cc2)nnc1SCC(=O)NC1CCCCC1C (stereo not drawn)	-6	-2	-1	6	3
27	O=C(O)CSc1nnc(Cn2nnc3ccccc32)n1CCc1ccccc1	-1	.	1	-13	-2
28	NC(=O)N/N=C/c1ccc([N+](=O)[O-])o1	2	-9	-1	17	-13&-23
29	COc1ccc(C(=O)NCCSCc2ccccc2)cc1OC	1	17	5	-9	-15
30	CC1CN(C(=O)Cn2c(C(F)(F)F)nc3ccccc32)CC(C)O1 (stereo not drawn)	0	-30	1	2	-3

No.	D1 PAM	D2 ag	TRHR ag	D2 potentiator
21	0	-0.7	-0.2	10
22	0	0.0	-0.7	4
23	-5	2.2	0.5	-5
24	2	0.8	-1.3	5
25	1	0.0	0.2	-6
26	-3	0.2	0.4	-7
27	0	.	1.1	.
28	-6	-0.9	0.1	8
29	-1	0.0	-0.3	4
30	0	-0.5	-0.2	-5

# New compounds follow.
No.	smiles	TRHR PAM	D2 antag	D1 ag	D1 antagonist	RXFP1 antag
31	O=C(c1cccnc1)N1CCN(c2ccc3ccccc3n2)CC1	10	-2	10	41	7
32	Cc1ccc(NC(=O)c2cc(S(=O)(=O)NCCC3=CCCCC3)ccc2F)cc1F	-4&1	1	11&14	1&-18	-27&2
33	Cc1cc(Nc2nnnn2-c2ccccc2)n(-c2ccc(Cl)cc2)n1	6	-11	16	-6	13
34	O=C(CNc1ccc(F)cc1)N/N=C/C1CC=CCC1 (stereo not drawn)	4	-11	4	5	10
35	COc1cccc(CN(C)C(=O)c2cccc(OCc3ccccc3)c2)c1	13	-2	3	-19	-17
36	COCCN(C(=O)CCc1nnc(CCc2c[nH]c3ccccc23)o1)C(C)C	-1	7	1	5	-1
37	Cc1ccc(S(=O)(=O)N2CCOCC2)c2nsnc12	9	.	0	5	-1
38	O=C(OCCCN=C1NS(=O)(=O)c2ccccc21)c1ccccc1	12	-5	3	13	-6
39	CC1(C2CC2)NC(=O)N(CC(=O)NCc2ccc(Cl)cc2Cl)C1=O (stereo not drawn)	20	40*	0	3	8
40	CC(=O)Oc1ccc2oc3c(c2c1)C(=O)CCC3	1	16	1	-3	0

No.	D1 PAM	D2 ag	TRHR ag	D2 potentiator
31	-6	0.1	-0.1	-2
32	-3&-2	-0.7&0.2	0.8&1.0	-7&11
33	-6	0.3	-0.2	0
34	-5	1.4	-0.3	4
35	4	-1.5	-0.6	-1
36	-3	-1.1	0.1	3
37	-8	.	0.4	.
38	-9	0.3	0.4	-13
39	-3	0.1	-0.5	12
40	-3	0.2	-0.3	-5

# New compounds follow.
No.	smiles	TRHR PAM	D2 antag	D1 ag	D1 antagonist	RXFP1 antag
41	Cn1c(N/N=C/c2cccs2)nc2c1c(=O)n(Cc1ccccc1)c(=O)n2C	-8	2	0	0	-13
42	Cc1nc2c(-c3ccccc3)c[nH]n2c(=O)c1Cc1ccccc1	9	2	36*	-20	6
43	CCOc1ccc2nc(N/C(N)=N/S(C)(=O)=O)nc(C)c2c1	3	7	0	11	-3
44	Cc1ccc2c(Sc3ccccc3)c(C(=O)NCc3ccccc3F)[nH]c2c1	0	.	1	-44*	-13
45	CCOc1ccccc1NC(=O)CSc1c(C)n[nH]c1C	-1	.	2	-4	-3
46	CCSc1ccc(-c2cccc([N+](=O)[O-])c2)nn1	0	.	5	-30	-10
47	Cc1ccc(NC(=O)CCn2nc(-c3ccccc3)c3ccccc3c2=O)c(C)c1	22	.	2	23	-3
48	O=C(Cc1ccc(-n2c(=S)[nH]c3ccccc3c2=O)cc1)N1CCN(c2ccccc2)CC1	7	-7	2	-2	?
49	N#Cc1ccc(OCC(=O)N/N=C(\CCC(=O)O)c2cccs2)cc1	-7	-16	1	19	-9
50	CCc1cc(C(=O)N2CCN(c3ncccn3)CC2)sc1C	-3	10	2	3	5
51	COc1ccc(-c2ccc([C@H]3[C@H]4C=CC[C@@H](C)[C@@H]4C(=O)N3Cc3ccccc3)c(F)c2)cc1OC	-2	-2	6	11	.
52	COc1cccc(Nc2ccc(C(=O)O)cc2[N+](=O)[O-])c1	-2	-12	1	-27	-12
53	CCOC(=O)CC1Sc2ccccc2NC1=S (stereo not drawn)	-3	9	6	-9	10

No.	D1 PAM	D2 ag	TRHR ag	D2 potentiator
41	-4	0.0	-0.2	2
42	.	0.2	-1.2	-8
43	-1	1.7	1.5	12
44	-1	-0.8	-0.2	-5
45	-1	.	-0.4	.
46	.	.	0.2	.
47	-2	-1.0	-0.5	5
48	-6	0.3	0.2	2
49	-1	1.3	-0.2	16
50	2	0.0	0.0	6
51	1	0.9	0.7	0
52	1	-0.4	-0.1	13
53	0	-2.6	0.4	5
